Screens: PubChem BioAssay, several laboratories
PfHsp90 set2 – growth inhibition of PfHsp90-expressing yeast, primary screen, antimalarial PfHsp90 inhibitor project, S. cerevisiae, BacTiter-Glo luminescence, single point, set 2 | AID 504621, 2011 | hit rate 0.32% among 310,000 | inhibition, % at 9.4 µM | BacTiter-Glo ATP, 48 h; yeast lacking PDR1 and PDR3 efflux regulators;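 active means every replicate shows inhibition above about 80%, whatever the replicate mean, limit read from the data; inconclusive means mean inhibition reaches the set limit but some replicate falls short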;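 further: 0% = DMSO neutral controls and 100% = 20 µM radicicol positive controls; yeast relying on Plasmodium falciparum Hsp90 in place of its own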
cardiac RTF act – cardiac RTF calcium sensitivity activators, primary screen, biochemical, IANBD-TnC fluorescence, EC20 calcium; hit rate 0.24% among 340,000; IANBD-labeled TnC RTF fluorescence at EC20 calcium; 0% EC20 calcium, 100% full calcium; AID 493008, 2010; activation, % at 7.2 µM; Troponin I, cardiac muscle (Homo sapiens) + Troponin T, cardiac muscle (Homo sapiens) + …;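 active means activation above the mean over all tested compounds plus 3 SD, cut at about 30% in these data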;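 further: rise in fluorescence read as greater calcium sensitivity of cardiac thin filaments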
Rtt109 Vps75 – inhibitors of C. albicans Rtt109/Vps75 HAT, primary screen, biochemical, ThioGlo CoA-SH fluorescence, plate reader; Histone acetyltransferase RTT109 (Candida albicans (strain SC5314 / ATCC MYA-2876)), …; purified Rtt109/Vps75, 4 h; inhibition, % at 34.9 µM; hit rate 0.16% among 330,000; AID 540336, 2011;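 active means inhibition of at least 50% in every replicate; inconclusive means best replicate reaches 50% inhibition but some replicates fall short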
C-LANA FP – inhibitors of KSHV C-LANA binding to DNA, primary screen, biochemical, fluorescence polarization, FAM-LBS DNA, MBP-C-LANA, single point; inhibition, % at 9 µM; hit rate 0.078% among 340,000; Kaposi's sarcoma herpesvirus LANA C-terminal domain (residues 932-1162) DNA binding;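 active means highest replicate inhibition at or above 60% at 9 µM, even if other replicates fall short; inactive means all replicates below 60% inhibition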;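 further: 0% = neutral control wells and 100% = 4 µM acridine orange control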
PvdQ acylase – P. aeruginosa PvdQ acylase inhibitors, primary screen, biochemical, fluorescence, plate reader and imaging, single point; purified PvdQ acylase; AID 488965, 2010; PvdQ acylase [Pseudomonas aeruginosa LESB58]; inhibition, % at 10 µM; hit rate 0.063% among 340,000; in the data active means inhibition above about 30%, passing the limit was not always enough; inconclusive means no clear call, values can overlap the other calls;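 further: 0% = vehicle neutral wells and 100% = reference inhibitor wells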
NSD2 inh – NSD2 histone methyltransferase inhibitors, primary screen, biochemical, AlphaScreen, single concentration, set 2; hit rate 0.54% among 310,000; Histone-lysine N-methyltransferase NSD2 (Homo sapiens), O96028; AID 743445, 2014; NSD2 peptide methylation, 120 min; inhibition, % at 12.5 µM; in the data active means inhibition above about 50%
Cardiac RTF inh – cardiac RTF calcium sensitivity inhibitors, primary screen, biochemical, IANBD-TnC fluorescence, EC70 calcium | IANBD-labeled cardiac RTF, Ca2+ fluorescence | AID 493244, 2011 | hit rate 0.12% among 340,000 | Troponin I, cardiac muscle (Homo sapiens) + Troponin T, cardiac muscle (Homo sapiens) + … | inhibition, % at 7.15 µM;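 active means inhibition above the mean inhibition of all tested compounds plus 3 SD, cut at about 17% in these data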;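 further: assay run at fixed EC70 calcium of 1.6 mM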
Mot1-301 SUMO – yeast Mot1-301 growth rescue at high temperature, primary screen, SUMOylation pathway inhibitor project, S. cerevisiae, ATP luminescence, 38.5C | S. cerevisiae Mot1-301 growth rescue; percent above DMSO median, 100 means doubled | growth rescue, % at 18.8 µM | hit rate 1% among 320,000;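 active means every valid replicate shows activation above 250% relative to neutral control wells; inactive means the rest, any valid replicate at or below 250%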;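 further: OY570 slx delta 5 strain wells were the positive control but not used for scaling; some compounds called inactive have numbers as strong as hits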
CDK5 p35 inh – inhibitors of human CDK5/p35 kinase, primary screen, biochemical, single concentration. Recombinant CDK5/p35, ADP-Glo luminescence, 60 min. inhibition, % at 10 µM. hit rate 0.01% among 330,000;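 active means highest replicate inhibition of at least 50% and at least 75% of replicates reaching 50%; inconclusive means only one of the two criteria met; inactive means both criteria failed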;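 further: plate controls were DMSO neutral control for no effect and GW8510 at 10 µM for full effect; many of its hits are not listed in these tables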
Keap1-Nrf2 PPI – Keap1-Nrf2 protein-protein interaction inhibitors, primary screen, biochemical, fluorescence polarization, single point; Kelch-like ECH-associated protein 1 (Homo sapiens), Q14145; hit rate 0.15% among 340,000; Keap1 Kelch-Nrf2 peptide fluorescence polarization, 1536-well; inhibition, % at 9.4 µM; in the data active means inhibition above about 12%; inconclusive means no clear call, values can overlap the other calls; inactive means below about 7.3%;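 further: human Keap1 Kelch domain with fluorescein labeled Nrf2 9mer peptide probe; 0% = neutral control wells and 100% = peptide positive control; higher means more block of Keap1 binding to Nrf2 peptide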
Target sequence (Q14145 whole entry, looked up, the tested form may be a part): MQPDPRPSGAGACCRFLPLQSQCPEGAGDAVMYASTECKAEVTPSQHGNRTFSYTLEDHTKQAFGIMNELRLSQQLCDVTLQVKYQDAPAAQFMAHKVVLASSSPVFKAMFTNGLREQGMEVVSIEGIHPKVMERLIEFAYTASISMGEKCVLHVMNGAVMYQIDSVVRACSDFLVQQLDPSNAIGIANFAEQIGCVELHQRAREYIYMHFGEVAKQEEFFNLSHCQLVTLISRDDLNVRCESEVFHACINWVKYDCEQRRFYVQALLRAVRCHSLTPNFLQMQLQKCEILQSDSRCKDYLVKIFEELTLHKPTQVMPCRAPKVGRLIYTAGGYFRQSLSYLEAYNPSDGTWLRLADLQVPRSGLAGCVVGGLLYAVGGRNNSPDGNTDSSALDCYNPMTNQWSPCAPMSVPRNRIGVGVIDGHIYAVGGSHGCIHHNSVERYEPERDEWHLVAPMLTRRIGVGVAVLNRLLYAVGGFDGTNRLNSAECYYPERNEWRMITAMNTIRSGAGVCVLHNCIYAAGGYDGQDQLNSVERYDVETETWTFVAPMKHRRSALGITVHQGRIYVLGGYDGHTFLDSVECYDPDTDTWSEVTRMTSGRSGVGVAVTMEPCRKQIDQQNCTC
dFosB act – activators of delta FosB homodimer, primary screen, biochemical, fluorescence polarization, TAMRA-CDK5 oligo, single point. purified delta FosB; percent of positive-control signal above neutral wells. hit rate 0.99% among 340,000. Protein FosB (Mus musculus), P13346. activation, % at 25 µM;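 active means mean activation above about 17%, with every replicate also reaching it, limit read from the data, passing the limit was not always enough; inconclusive means only one of the two conditions met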;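 further: fluorescence polarization rise as delta FosB binds a TAMRA Cdk5 AP-1 oligo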
Target sequence (P13346 whole entry, looked up): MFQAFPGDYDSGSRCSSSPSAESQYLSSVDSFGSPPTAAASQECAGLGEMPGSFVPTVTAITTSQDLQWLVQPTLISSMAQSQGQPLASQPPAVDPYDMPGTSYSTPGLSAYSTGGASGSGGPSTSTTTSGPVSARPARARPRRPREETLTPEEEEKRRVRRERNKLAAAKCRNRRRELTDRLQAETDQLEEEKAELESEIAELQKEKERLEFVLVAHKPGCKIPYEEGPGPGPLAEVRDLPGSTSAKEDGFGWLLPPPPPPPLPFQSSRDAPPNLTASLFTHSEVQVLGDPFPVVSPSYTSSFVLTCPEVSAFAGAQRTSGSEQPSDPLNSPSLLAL
* hit, by the source's call; ? = inconclusive; · = no result given.

SMILES	PfHsp90 set2	cardiac RTF act	Rtt109 Vps75	C-LANA FP	PvdQ acylase	NSD2 inh	Cardiac RTF inh	Mot1-301 SUMO	CDK5 p35 inh	Keap1-Nrf2 PPI	dFosB act
Cc1ccc(C(=O)Nc2cccc3[nH]c(C(F)(F)F)nc23)cc1	-3	1	5	-1.8	-7	-2	-9	5	-0.3	-4	-7
CCC(=O)NC(Nc1sc2c(c1C(=O)OC)CCC2)C(Cl)(Cl)Cl (centres undefined)	-15	-10	-15	-0.8	-10	-1	-27	26	-1.6	-11	-7
CCCC(=O)Nc1cc(C)c(NC(=O)c2ccncc2)cn1	-5	-1	-5	0.8	1	1	9	-4	0.7	0	3
COc1cc(OC)c(N(C)S(=O)(=O)c2cccc(C(=O)OCC(=O)N3CCOCC3)c2)cc1Cl	2	-3	6	-1.8	-15	-1	-2	-3	-1.6	-2	-4
CC(C)Cc1cc(C(=O)Nc2cccnc2)no1	-4	-2	1	2.0	-9	·	-6	-8	0.0	-1	1
O=C(COC(=O)c1sc2ccccc2c1Cl)NC1CCCCC1	20	6	-8	1.0	-6	-5	-10	10	-3.7	-6	1
Cc1cc(=O)oc2cc(OCC(=O)N3CC[C@@]4(O)CCCC[C@H]4C3)c(Cl)cc12	-9	-4	-6	0.5	7	·	2	4	1.6	-3	-1
Clc1ccc(N2CCN(/N=C/c3ccncc3)CC2)cc1	3	-6	-4	1.1	4	1	-1	92	-0.1	2	-1
O=S(=O)(Nc1ccc(-n2cnnn2)cc1)c1ccc(Cl)cc1	14	0	-7	-0.3	-11	-1	-4	37	-0.6	-4	-8
CCc1cccc(NC(=S)N(CCN(C)C)C2CCN(C(C)C)CC2)c1	34	-8	6	0.7	-16	4	-1	109	2.4	-7	-3
COc1ccc(OC)c(S(=O)(=O)NCCCn2ccnc2)c1	6	3	1	-0.5	14	-1	3	191	1.7	-5	1
CCOC(=O)Cc1cc(=O)n2[nH]c(C)c(-c3ccccc3OC)c2n1	14	-1	-5	-0.1	-5	-2	-8	-9	0.0	-3	3
CC(C(=O)N1CCc2ccccc21)N1CCN(c2ccccn2)CC1 (centres undefined)	4	-1	-6	0.0	12	-5	-1	172	-0.2	-6	0
COC(=O)c1sccc1NC(=O)c1ccccc1[N+](=O)[O-]	10	1	-4	0.2	-3	0	2	113	-2.2	1	3
O=C(CSc1nc(=O)n(CCN2CCOCC2)c2c1CCCC2)Nc1ccc(F)cc1F	18	-1	6	-0.6	7	1	10	17	-0.7	-1	-3
Cc1ccccc1-n1c(SC(C)C(=O)NCC2CCCO2)nnc1-c1ccncc1 (centres undefined)	-16	-5	7	-0.3	9	14	-3	·	-2.5	-8	-2
COc1cc(/C=N/Nc2ccc(S(N)(=O)=O)cc2)cc(OC)c1OC	-2	-5	17	2.0	2	4	-2	·	-0.5	1	-2
CN1C(=O)C(=O)/C(=C(/O)c2ccc(Br)cc2)C1c1ccccc1F (centres undefined)	-12	1	2	-2.8	-8	0	-1	-4	-0.9	1	5
CCCCCCCCSc1n[nH]c(N)n1	-3	-10	·	-0.3	4	-1	-1	-3	0.1	2	-2
COc1ccc(CC(=O)NCc2nnc(SCC(=O)N3CCN(c4ccccc4)CC3)n2C)cc1	4	-1	-5	-2.3	-9	1	-6	·	1.1	3	3
CCOC(=O)Cc1csc(NC(=O)COc2ccc(C)cc2)n1	20	6	-6	-0.7	-15	-1	0	18	3.0	-3	1
COC(=O)[C@]1(C)N[C@H](c2ccc(-c3ccccc3)cc2)[C@@H]2C(=O)N(C)C(=O)[C@@H]21	19	0	2	-1.8	-8	·	-7	-9	1.8	0	4
CCc1nnc(NC(=O)c2cccs2)s1	14	2	-3	1.5	-4	·	-3	2	-5.4	-6	6
CCc1ccc(OCc2ccc(C(=O)O)o2)cc1	-4	4	14	0.4	-4	-1	-11	-9	-0.5	-3	1
Cc1ccc(C)c(C(=O)CCC(=O)NNC(=O)c2cccs2)c1	-13	1	-2	-0.9	-4	0	0	18	-0.6	-6	0
Following part:
SMILES	PfHsp90 set2	cardiac RTF act	Rtt109 Vps75	C-LANA FP	PvdQ acylase	NSD2 inh	Cardiac RTF inh	Mot1-301 SUMO	CDK5 p35 inh	Keap1-Nrf2 PPI	dFosB act
CCOC(=O)c1c(C)[nH]c(C)c1C(=O)CSc1nnnn1-c1ccccc1	4	2	?	-0.3	9	0	5	11	1.6	3	-10
CC(C)CN(C(=O)COC(=O)Cc1n[nH]c(=O)c2ccccc12)C1CCS(=O)(=O)C1 (centres undefined)	·	-1	3	1.3	-15	-1	-2	-16	0.2	-4	-2
COc1cc2c(cc1OC)-c1cc3ccc(OC)c(OC)c3c[n+]1CC2	15	3	?	-10	14	·	2	-19	1.0	0	28*
CNc1nc(-c2ccc3c(c2)CCN3C(=O)c2ccccc2C)cs1	-15	9	-2	0.4	-13	-2	-19	-9	-0.6	-1	-12
CCOC1=C/C(=C/c2c(N)n3nc(-c4ccccc4)sc3nc2=O)C=CC1=O	4	·	30	-10	8	18	·	·	-1.2	-2	-14
CCOC(=O)C1CCCN(S(=O)(=O)c2ccc(Cl)nc2)C1 (centres undefined)	42	-6	-4	-7.7	-11	-2	-1	-9	1.1	-1	5
Cc1ccc2nc(SCC(=O)Nc3cc([N+](=O)[O-])ccc3F)[nH]c2c1	-15	-1	9	1.5	-9	-1	5	1	3.5	0	0
CCOC(=O)c1c(/N=C/C2=C(O)CCCC2=O)sc(C)c1C	-13	-2	-1	0.4	-15	-3	-8	35	-9.0	-5	-1
COc1ccc(NC(=O)C2CCC(CNS(=O)(=O)c3cccs3)CC2)cc1 (centres undefined)	13	-6	-3	1.2	9	-3	2	352	-0.2	-2	4
CC(Oc1ccc(Cl)cc1Cl)C(=O)OCn1nnc2ccccc2c1=O (centres undefined)	27	-6	-5	-1.8	7	2	-3	-3	-1.8	-5	-9
O=C(/C(C=Nc1cc2c(oc1=O)CCCC2=O)=C(\O)c1ccccc1)c1ccccc1	-3	-1	7	0.3	-5	3	-13	-20	-0.6	-2	-10
CCN(CCO)Cc1csc2cc(C)ccc12	21	8	-14	0.0	2	5	-8	352	-2.4	0	-4
CCCCOC(=O)c1ccc(NC(=O)C(=O)NCc2ccccn2)cc1	5	-5	4	-1.6	-12	·	-1	-7	-0.2	2	2
CCC1Oc2ccccc2C(=O)N(CC(=O)c2ccc3c(c2)OCCO3)C1=O (centres undefined)	11	-5	1	1.3	7	3	0	-1	-1.0	-2	-7
CCCCC(=O)NC1=C(C(=O)OC)SCC1	4	-4	-2	1.0	4	-1	5	10	0.7	3	-3
O=C(COC(=O)c1ccc(O)cc1)Nc1ccccc1-c1ccccc1	20	5	0	0.6	-8	-4	9	0	-2.3	0	-9
CCC(C)(C)NC(=O)CN(C(=O)c1csnn1)c1cccc2c1CCCC2	-6	1	2	-1.3	2	·	2	-3	1.5	-1	-9
COc1cccc(OCc2cc(/C=N/Nc3ccc(C(=O)O)cc3)ccc2OC)c1	6	7	50*	2.3	10	·	-1	69	0.6	-3	-22
Cc1ccc(-c2cc(Cc3ccccc3)c(=O)[nH]n2)cc1	-4	·	11	1.7	6	3	·	-18	0.5	-3	-6
N#C/C(=C/c1ccc(-c2cccc([N+](=O)[O-])c2)o1)C(=O)Nc1nc(-c2cccs2)cs1	-5	-1	2	-2.9	4	-1	-3	·	1.4	-3	2
N#Cc1c(-c2ccccc2)nc(SCc2ccc(Cl)cc2)[nH]c1=O	-9	-1	9	21	13	3	-1	-6	-0.1	-6	-19
CCOC(=O)N1CCN(C(=O)CSC2=NS(=O)(=O)c3cc(F)ccc3N2)CC1	·	-2	-2	-1.5	-11	-2	-13	193	3.0	-5	-3
O=C(Nc1cc(Cl)ccc1-n1cncn1)c1ccc(F)c(S(=O)(=O)N2CCOCC2)c1	4	-3	-14	1.3	-5	-4	-8	1	0.7	3	2
O=C(NC12CC3CC(CC(C3)C1)C2)C1CCCN1C(=O)NC1CCCCC1 (centres undefined)	-130	-7	-5	0.7	-6	-2	-5	-16	0.3	6	-1
CCc1nc(N2CCOCC2)c(C#N)c2c1COC(C)(C)C2	-28	9	-3	2.2	-20	-4	-11	-11	1.0	-2	-15
Continuation.
SMILES	PfHsp90 set2	cardiac RTF act	Rtt109 Vps75	C-LANA FP	PvdQ acylase	NSD2 inh	Cardiac RTF inh	Mot1-301 SUMO	CDK5 p35 inh	Keap1-Nrf2 PPI	dFosB act
Cn1c(=O)cc(N2CCc3ccccc32)[nH]c1=O	2	-2	5	-0.3	10	·	0	-12	0.3	1	6
Cc1cccc(OCC(=O)Nc2ccc3oc(=O)ccc3c2)c1C	25	-2	-21	-0.3	-13	-1	-7	79	1.6	-7	-13
COc1ccccc1/C=C(\NC(=O)c1ccc(OC)c(OC)c1)C(=O)Nc1cccc([N+](=O)[O-])c1	-4	-6	-5	0.3	-2	0	3	0	-0.1	-7	9
Cc1ccnc(N2C(=O)c3ccccc3C2Nc2cccc(C)c2C)c1 (centres undefined)	-16	1	-8	-0.6	-15	·	-1	8	-3.1	-4	0
CC(=O)Nc1cccc(NC(=O)CCn2cnc3cc(C)c(C)cc32)c1	·	2	-3	-0.7	-12	-1	-4	-6	-5.2	7	-8
Cc1ccc(NC(=O)Cn2c(=O)ccn(Cc3ccccc3)c2=O)cc1S(=O)(=O)N1CCOCC1	0	-4	15	-3.4	-1	-1	-1	·	0.5	-1	-17
Cc1ccc(CSc2nc3ccncc3n2CC(=O)Nc2cc(C)cc(C)c2)cc1	20	-1	-5	-0.9	-6	·	-6	10	0.9	2	-14
CCCCP(=O)(CCCC)CCP(=O)(c1ccccc1)c1ccccc1	8	2	3	0.6	-9	-1	-11	-2	-0.5	-2	-12
COc1ccc(CNC(=O)[C@H](C)NC(=O)N2CCn3c2nc2ccccc23)cc1	-12	0	3	-1.1	-16	-1	-9	-9	1.0	-1	-2
Cc1cc2ccccn2c1C(=S)NC(=O)c1ccccc1	14	2	-4	1.4	-12	55*	2	-1	-1.1	1	5
